AmpC inh det: AmpC beta-lactamase inhibition, detergent assay. P00811. purified AmpC, nitrocefin hydrolysis with detergent. Potency, µM (doses to about 28.7 µM), without a hit: top-dose activity change, negative = inhibition. hit rate 0.09% among 71,000. AID 584; active means well fitted curve in the direction sought with a large enough effect
Target sequence (P00811 whole entry, looked up): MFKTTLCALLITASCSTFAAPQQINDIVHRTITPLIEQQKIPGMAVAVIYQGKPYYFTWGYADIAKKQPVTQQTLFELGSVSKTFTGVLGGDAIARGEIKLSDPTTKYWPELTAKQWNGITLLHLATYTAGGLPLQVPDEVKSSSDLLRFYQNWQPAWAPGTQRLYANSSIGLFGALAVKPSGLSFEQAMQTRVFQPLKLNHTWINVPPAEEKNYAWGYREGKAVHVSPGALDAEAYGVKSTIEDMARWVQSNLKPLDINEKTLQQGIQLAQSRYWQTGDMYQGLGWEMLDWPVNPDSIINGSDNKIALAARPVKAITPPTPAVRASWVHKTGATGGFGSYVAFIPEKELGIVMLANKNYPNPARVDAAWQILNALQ
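E. coli AmpC (5.3 nM) in 20 mM phosphate pH 7.0 with 0.01% Triton X-100, preincubated 15 min RT with compound; nitrocefin (2 uL of 800 uM stock) hydrolysis followed by 480 nm absorbance every 20 s over 4 min.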
* = called active by the depositor; [ ] = dose if it differs, or a comment. On the % scale 0 is the no-effect control and ±100 the full control effect; potency means the concentration at half of the fitted maximal effect.

| structure | AmpC inh det |
| --- | --- |
| Cc1ccccc1NC(=O)c1cccc2nccnc12 | -3% |
| COC(=NC1CCCC1)C(O)c1c[nH]c2ccccc12 (configuration not stated) | -4% |
| COc1ccccc1NC(=O)NC1(C(=O)N2CCC(O)CC2)CCCCC1 | -2% |
| COC(=O)c1cccc(S(=O)(=O)N2CCCCC2)c1 | 0% |
| O=C(CCCn1c(=S)[nH]c2cc3c(cc2c1=O)OCO3)N1CCN(c2ccccn2)CC1 | 1% |
| COc1cccc(OC)c1C(=O)Nc1nnc(C(C)C)s1 | 1% |
| O=c1oc2ccccc2cc1C1=Nn2c(nnc2-c2cccnc2)SC1 | -6% |
| COc1ccc(NC(=O)c2oc3ccccc3c2NC(=O)c2ccco2)cc1 | 1% |
| CCn1c(SCC(=O)c2ccc(Cl)s2)nnc1-c1cccs1 | -1% |
| COc1ccc(CN(C(=O)c2ccccc2OC)C2CCS(=O)(=O)C2)cc1 (configuration not stated) | -1% |
| O=C1NC(=O)C2(COC3(CCCC3)OC2)S1 | 9% |
| N[C@@H](CSC(=O)c1ccccc1)C(=O)O | -2%[5.75 µM] |
| CCCC(=O)Nc1ccc(N2CCCCC2)cc1 | -3% |
| COc1ccccc1CN1CC[C@@]2(CCCN(C(=O)c3ccco3)C2)C1 | 2% |
| Cc1onc(-c2ccccc2)c1C(=O)Nc1ccc2c(c1)OCCO2 | 11% |
| O=C(NC1CC2CCCC(C1)N2S(=O)(=O)c1ccccc1)c1ccccc1 (configuration not stated) | -2% |
| Cc1cc(NC(=O)CSc2nccn2-c2ccc(Cl)cc2)no1 | -3% |
| CN(C#N)c1nc(N2CCOCC2)nc(N2CCOCC2)n1 | -6% |
| CCOC(=O)c1sc(NC(=O)CCSC)nc1C | 4% |
| O=C(Nc1ccc(Cl)cc1)c1ccc2c(c1)OCO2 | -4% |
| O=C(NCCCN1CCC(Cc2ccccc2)CC1)C1CC(=O)N(C2CCCC2)C1 (configuration not stated) | 9% |
| CCn1c(SCc2nc3ccccc3nc2C)nnc1-c1cccs1 | -7% |
| CCCc1[nH]nc2c1C(c1ccc(OC(=O)N3CCOCC3)c(OC)c1)C(C#N)=C(N)O2 (configuration not stated) | 1% |
| O=C(COC(=O)C12CC3CC(CC(O)(C3)C1)C2)N1CCN(S(=O)(=O)c2ccc(Cl)cc2)CC1 | -2% |
| c1ccc(-c2ccc(N3CC4(CCNCC4)C3)cc2)cc1 | -3% |
| Cc1ccc(NC(=O)NC(=O)N(c2ccccc2)S(C)(=O)=O)cc1 | 14% |
| CCOC(=O)c1c(C)n(C)c2ccc(OCC(O)Cn3nc(C)cc3C)cc12 (configuration not stated) | -3% |
| CCOc1cc(C(=O)Nc2cnccn2)cc(OCC)c1OCC | -2% |
| COC(=O)C1CCN(C(=O)CN2C(=O)NC(CCc3ccccc3)C2=O)CC1 (configuration not stated) | -2% |
| N#Cc1cc2c(=O)n3ccccc3nc2n(CCCN2CCOCC2)c1=O | -2% |
| COc1ccc2c(Cc3c4ccccc4cc4ccccc34)cncc2c1O | -2%[5.75 µM] |
| CC(C)CCNC(=O)CN(CC1CCCO1)C(=O)CCC(=O)Nc1ccccn1 (configuration not stated) | 13% |
| CC(=O)c1c(C)n(-c2ccc(N(C)C)cc2)c2ccc(OCC(N)=O)cc12 | 12% |
| COc1ccc(OCC(=O)N2CC3(C)CC2CC(C)(C)C3)cc1 (configuration not stated) | 11% |
| c1ccc2c(c1)nc1n2CN(Cc2ccc3c(c2)OCO3)CN1 | -2% |
| CN(C)C(=O)N1CCCC(C(=O)NCc2ccccc2Cl)C1 (configuration not stated) | 21% |
| CNC(=O)CN1C(=O)CSc2ncccc21 | 6% |
| CCc1c(C)nc(Nc2nc(C)c3cc(OC)ccc3n2)[nH]c1=O | 2% |
| Cc1ccc(OCCN2CCCCCC2)c(C)c1 | 9% |
| NC(=O)C1CCN(CC(=O)N2c3ccccc3CCc3ccccc32)CC1 | -4% |

Part of the list above, with each value named:
> COc1ccc(OCC(=O)N2CC3(C)CC2CC(C)(C)C3)cc1 (configuration not stated)
- AmpC inh det: 11%
> c1ccc2c(c1)nc1n2CN(Cc2ccc3c(c2)OCO3)CN1
- AmpC inh det: -2%

Continued.
| structure | AmpC inh det |
| --- | --- |
| CCC(c1nnnn1Cc1ccc2c(c1)OCO2)N1CCN(c2ccc(F)cc2)CC1 (configuration not stated) | 3% |
| Cc1nc(N2CCOCC2)c2nc(-c3ccccc3)n(CCCN3CCCCC3C)c2n1 (configuration not stated) | 14% |
| COc1ccc(-c2nc3cnc(N(C)C)nc3n(C)c2=O)cc1 | -1% |
| CCCCCCCC(=O)OCC(COC(=O)CCCCCCC)OC(=O)CCCCCCC | 12% |
| Cc1n[nH]c(C)c1S(=O)(=O)N1CCCC(C(=O)Nc2nccs2)C1 (configuration not stated) | -2% |
| Oc1ccccc1-c1nnc(COc2ccccc2)o1 | 11% |
| CC(=O)Nc1cccc(NC(=O)C2CCCN2C(=O)Nc2ccc(C)cc2)c1 (configuration not stated) | -5% |
| Cc1cc(=O)[nH]c(/N=C(/NC(=O)c2ccccc2)Nc2ccc3c(c2)OCCO3)n1 | -6% |
| Cc1ccc(N2CCN(CC(O)COC3CCCCC3)CC2)cc1 (configuration not stated) | -2% |
| Cc1nnc(NC(=O)CSc2nnc(Cc3cccn3C)n2C)s1 | 12% |
| O=S(=O)(c1ccc(NC2CCCCC2)cc1)N1CCOCC1 | -4% |
| O=C(CSc1nnc(-c2ccncc2)n1-c1ccc(Cl)cc1)N1CCOCC1 | -5% |
| Cc1ccc(Cn2cnc3c(nnn3Cc3ccc(Cl)cc3)c2=O)cc1 | -3% |
| Cc1c(NC(=O)c2ccc(Br)o2)c(=O)n(-c2ccccc2)n1C | 4% |
| COc1ccc2[nH]cc(CCNc3cc(-c4ccc(C(=O)N(C)C)cc4)ncn3)c2c1 | 9% |
| C=CCOc1cccc(C2C(C(=O)c3ccco3)=C(O)C(=O)N2CCN(CC)CC)c1 (configuration not stated) | -2% |
| O=C(Cn1cc2c(n1)CCCC2)NCC1CCCO1 (configuration not stated) | 7% |
| O=C(CCS(=O)(=O)c1cccc2nsnc12)NCc1ccccc1 | 0% |
| CCCCc1ccc2nc(NC(=O)OC)[nH]c2c1 | -1%[12.8 µM] |
| Cc1ccccc1C1CC(c2ccccc2OC(F)F)Nc2ncnn21 (configuration not stated) | -6% |
| Cc1ccccc1-c1nc(N(C)Cc2ccco2)c2ccccc2n1 | 10% |
| CC(C)N1CC(C(=O)Nc2ccc(Br)c(Cl)c2)CC1=O (configuration not stated) | 9% |
| COc1ccc(C2C(C(=O)c3cc4cccc(OC)c4o3)=C(O)C(=O)N2CCCN(C)C)cc1OC (configuration not stated) | -3% |
| Cc1cc(NC(=O)CSc2nc(-c3ccco3)cc(C(F)(F)F)n2)no1 | -4% |
| COC(=O)c1[nH]c2cc(C)ccc2c1NC(=O)CN1CCN(C(=O)c2ccco2)CC1 | 0% |
| Cc1c(Cc2ccccc2)c(=O)oc2cc(OCc3nn[nH]n3)ccc12 | -3% |
| Cc1nc2ccccc2c2oc(C(=O)NCc3ccccn3)cc12 | 9% |
| COC(=O)N1CCN(c2ccc(Cl)c(Cl)c2)CC1 | -6% |
| CCc1nnc(NC(=O)CSc2nnc(CNc3ccc(F)cc3)n2C2CCCCC2)s1 | 2% |
| COc1ccc(NC(=O)c2cc(OC)c(OC)cc2OC)c(S(=O)(=O)N2CCOCC2)c1 | -6% |

Rewritten with each value named: part of the list above.
molecule: COc1ccc(NC(=O)c2cc(OC)c(OC)cc2OC)c(S(=O)(=O)N2CCOCC2)c1
  AmpC inh det: -6%
molecule: CCc1nnc(NC(=O)CSc2nnc(CNc3ccc(F)cc3)n2C2CCCCC2)s1
  AmpC inh det: 2%
molecule: Cc1c(Cc2ccccc2)c(=O)oc2cc(OCc3nn[nH]n3)ccc12
  AmpC inh det: -3%
molecule: Cc1nc2ccccc2c2oc(C(=O)NCc3ccccn3)cc12
  AmpC inh det: 9%

Going on with the list.
| structure | AmpC inh det |
| --- | --- |
| O=C1CC(Sc2nnc(-c3ccccc3O)o2)C(=O)N1c1ccccc1 (configuration not stated) | -5% |
| CC(NCc1ccco1)C(=O)N1CCc2ccccc2C1 (configuration not stated) | -3% |
| CCOc1ccccc1NC(=O)CN(c1nccs1)S(=O)(=O)c1ccc(N)cc1 | 0% |
| CC(=O)NCCOC(=O)Nc1cccnc1 | 5% |
| COc1c(F)c(F)c(C(=O)Nc2ccc3oc(-c4ccncc4)nc3c2)c(F)c1F | -5% |
| CCn1c(SCC(=O)NCc2ccco2)nc2c(c1=O)SC(C)C2 (configuration not stated) | -4% |
| Cc1ccc(S(=O)(=O)N2CCOCC2)cc1C(=O)NCc1cn2ccsc2n1 | -1% |
| Cc1ccc2nc(C(F)OC(F)(F)F)[nH]c2c1 (configuration not stated) | -4% |
| COc1ccc(C(=O)NCC(c2cccnc2)N2CCN(c3ccccc3OC)CC2)cc1OC (configuration not stated) | 10% |
| O=C(Nc1nnc(COc2ccc(F)cc2)s1)c1cccs1 | -1% |

Overlap with the part before: 3 entries, then new ones.
| structure | AmpC inh det |
| --- | --- |
| Cc1ccc2nc(C(F)OC(F)(F)F)[nH]c2c1 (configuration not stated) | -4% |
| COc1ccc(C(=O)NCC(c2cccnc2)N2CCN(c3ccccc3OC)CC2)cc1OC (configuration not stated) | 10% |
| O=C(Nc1nnc(COc2ccc(F)cc2)s1)c1cccs1 | -1% |
| O=C(c1ccco1)N1CCN(C(c2ccccc2Cl)c2nnnn2Cc2cccs2)CC1 (configuration not stated) | -1% |
| Cc1nn(-c2ccccc2)c2sc(C(=O)OCC(=O)N3CCCCC3)cc12 | -2% |
| N[C@@H](Cc1cccnn1)C(=O)O | -3%[5.75 µM] |
| Nc1ccc2c(c1)COc1ccccc1O2 | -4% |
| CCN(CC)S(=O)(=O)c1ccc(-c2nnc(SCC(=O)N3CCOCC3)o2)cc1 | -1% |
| CCc1nc(SCc2cc(Cl)ccc2OC)n[nH]1 | 1% |
| COc1cccc2sc(NC(=O)c3ccc(S(=O)(=O)N4CCOCC4)cc3)nc12 | -4% |
| CCCCC(C=O)CC (configuration not stated) | 14% |
| Cc1ccc(C2C(C(=O)c3cccs3)=C(O)C(=O)N2CCN2CCOCC2)o1 (configuration not stated) | -4% |
| Cc1ccc(-c2nnn(CCC(=O)N3CCCCC3C)n2)cc1 (configuration not stated) | -3% |
| CCOC(=O)c1ccccc1NC(=O)CSc1nnc(COc2ccccc2)n1CC | 2% |
| c1ccc(C2CC(c3cccs3)n3nnnc3N2)cc1 (configuration not stated) | -3% |
| Cc1cc(O)c(C(C)C)cc1NS(=O)(=O)c1ccccc1 | -7% |
| CCc1ccc(-c2nnn(CCC(=O)OC)n2)cc1 | -5% |
| COC(=O)c1cc(COc2ccc3oc(C)c(C(=O)OC)c3c2)c(C)o1 | -2% |
| CS(=O)(=O)N1CCN(C(=O)Cc2cccs2)CC1 | -6% |
| CC(C)CC(NS(=O)(=O)c1ccc2c(c1)oc(=O)n2C)C(=O)NC1CCCc2ccccc21 (configuration not stated) | 12% |
| COc1ccc2[nH]c(=O)c(CN(Cc3cccs3)Cc3nnnn3C(C)(C)C)cc2c1 | 9% |
| Cc1cc(NC(=O)CC2CCCC2)n(-c2nc3ccccc3[nH]2)n1 | 3% |
| Cc1ccc(-c2nc(CS(=O)CC(=O)NCCN3CCCC3)c(C)o2)cc1 (configuration not stated) | 15% |
| CC(=O)NS(=O)(=O)c1ccc(NC(=O)c2ccccc2F)cc1 | -1% |
| CCCN1CCc2cc(O)cc3c2[C@H]1Cc1ccc(O)c(O)c1-3 | 1% |
| O=C(NCc1cccc(Cl)c1)c1ccc2c(c1)OCO2 | -3% |
| Nn1c(SCC(=O)Nc2ccc(F)cc2)nnc1C1CCCCC1 | -2% |
| Cc1ccc(Nc2nc(OC(C(F)(F)F)C(F)(F)F)nc(N3CCOCC3)n2)cc1 | -1% |
| N#CCC(=O)Nc1sc2c(c1C(N)=O)CCCC2 | 6% |
| CCc1nc(N2CCCC(C)C2)c2oc3ccccc3c2n1 (configuration not stated) | -2% |
| COC(=O)c1c(C)cc(OC(C)=O)c(C)c1OC(C)=O | 1% |
| O=C(N1CCCC1)n1c(Cc2ccccc2)nc2ccccc21 | -2% |
| O=C(c1ccncc1)N1CCC2(CCN(Cc3cc(C(F)(F)F)cc(C(F)(F)F)c3)CC2)CC1 | 2% |
| COc1cccc(Oc2nc3ncn(Cc4ccccc4)c3c(=O)n2C)c1 | -2% |
| c1nc(NCC2(N3CCOCC3)CCCCC2)c2ccsc2n1 | 0% |
| COC(=O)[C@@]1(Cc2ccc(OC)cc2)[C@H]2c3cc(C(=O)N4CCCC4)n(Cc4ccc(S(C)(=O)=O)cc4)c3C[C@H]2CN1C(=O)c1ccccc1 | 3% |
| C[C@H](CCC(=O)O)[C@H]1CC[C@@H]2[C@H]3[C@@H](C[C@@H](O)[C@]21C)[C@]1(C)CC[C@H](O)C[C@@H]1C[C@@H]3O | -4%[5.75 µM] |
| CC(C)N1CC2=C(OC(N)=C(C#N)C2c2cccnc2)/C(=C/c2cccnc2)C1 (configuration not stated) | -5% |
| N#Cc1nc(-c2ccccc2F)oc1NCc1cccc2c1OCO2 | -4% |
| CCN(CC)c1ccc(C2NC(=O)NC(C)=C2C(=O)Nc2ccccc2)cc1 (configuration not stated) | 13% |
| O=C(O)C1C2C=CC3(CN(C/C=C/c4ccccc4)C(=O)C13)O2 (configuration not stated) | -2% |
| Cc1nc2sc(-c3ccccc3)cc2c(=O)n1-n1cccc1 | -2% |
| CCOC(=O)c1ccccc1NC(=O)CN(c1ccccc1)S(=O)(=O)N(C)C | -7% |
| COC(=O)C1(Cc2ccccc2)C2c3cc(C(=O)N4CCCC4)n(Cc4ccc(OC(F)(F)F)cc4)c3CC2CN1C(=O)c1ccccc1 (configuration not stated) | 4% |
| CC(C)(C)c1ccc(NC(=O)CC2(C(F)(F)F)OCCO2)cc1 | -5% |
| C=CCn1c(=O)c2ccccc2n2c(SCc3c(C(=O)OCC)oc4ccccc34)nnc12 | -2% |
| CCc1nnc(NC(=O)CCC(=O)N2CCN(CCOc3ccc(C)cc3)CC2)s1 | -9% |

From PubChem

The list is partial; the hit share may differ from the screen's.
